MBNL1-CUG inh = MBNL1-poly(CUG) RNA binding inhibition; Potency, µM (doses to about 57.5 µM), inactives show top-dose activity change, negative = inhibition, most hits filed as inhibitors; Q9NR56; hit rate 0.036% among 280,000; AID 2675; TR-FRET MBNL1-His/biotin-(CUG)12 binding, 665/545 ratio; active means well fitted inhibition curve with a large enough effect in the signal ratio, with a control signal flat, not every such curve was filed as active; inconclusive means small, poorly fitted or top-dose-only effect, or effect the other way, or a change in a side signal; inactive means no such curve, though single readings can be large or run the other way; the % refers to the signal ratio; further: on the % scale 0 is the no-effect control and ±100 the full control effect
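Ratiometric TR-FRET (665 over 545 nm, excitation 340 nm) tracks disruption of MBNL1-His/biotin-(CUG)12 complex after 60 min at room temperature, with compounds at 92 nM to 58 uM final.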
p53 reactivation = restores transcriptional activity of mutant p53; H1299 p53-A138V BP100-luciferase reporter, luminescence, 24 h; Potency, µM (highest dose often 92.2 µM), for the others: at the top dose activity change, positive = activation, actives largely listed as activators; hit rate 0.063% among 320,000; AID 504706; further: % of control where 0% means no effect; nearly all actives have a fitted effect of over 45% in size
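H1299 (p53-null), stable ts p53-A138V + BP100-Luc; 1000 cells/well, Opti-MEM/10% FBS; cpd 4 pt, 1:5; 24 h, 37 deg C, 5% CO2; detection reagent 10 min RT; luminescence.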
FLuc counter = firefly luciferase modulation, counter-screen for miR-21 project. P08659. purified FLuc, Km substrates, luminescence inhibition. Potency, µM (top dose mostly 57.5 µM), without a hit: at the top dose activity change, negative = inhibition, actives largely listed as inhibitors. hit rate 6.9% among 360,000. AID 588342;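 further: plate controls were vehicle for no effect and reference inhibitor for full effect; nearly all actives have a fitted effect of over 55% in size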
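Biochemical qHTS of compounds, final roughly 60 µM downward over six points, against 10 nM purified firefly luciferase using Km concentrations of substrates (10 uM D-luciferin, 10 uM ATP) in Tris acetate pH 7.5 buffer; luminescence output.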
MLL CXXC-DNA inh = inhibitors of human MLL CXXC domain-DNA interaction | Q03164 | MLL-CXXC / FITC-HOXA9 DNA fluorescence polarization | Potency, µM (top dose mostly 115 µM), inactives show top-dose activity change, negative = inhibition, actives largely listed as inhibitors | hit rate 0.037% among 290,000; active means well fitted inhibition curve with a large enough effect in the polarisation, with a control signal flat, not every such curve was filed as active; inconclusive means small, poorly fitted or top-dose-only effect, or effect the other way, or a change in a side signal; inactive means no such curve, though single readings can be large or run the other way; the % refers to the polarisation
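Purified MLL-CXXC (added from a 7 uM solution) was preincubated 5 min at ambient with pinned compounds in 50 mM Tris-HCl pH 7.5, 50 mM NaCl, 1 mM DTT, 0.05% BSA. Fluorescein-labeled HOX-A9 DNA (50 nM solution) followed, 30 min, then polarization read.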
Gal4-VP16 FLuc = inhibits Gal4-VP16 luciferase reporter, ROR gamma counter-screen; Drosophila S2 Gal4-VP16 UAS-luciferase, luminescence, 20 h; Potency, µM (top dose mostly 53.6 µM), inactives show at the highest dose activity, negative = inhibition, most hits filed as inhibitors; hit rate 3.5% among 310,000; AID 2546;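 further: Gal4-VP16 expression switched on by copper sulfate through the metallothionein promoter; on the % scale 0 is the no-effect control and ±100 the full control effect; nearly all actives have a fitted effect of over 50% in size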
uPA surface inh = inhibitors of cell surface uPA generation | cell surface uPA generation assay, qHTS | Potency, µM (titrated, usually from 38.3 µM), for the others: at the top dose activity change, negative = inhibition, usual class: inhibitors | hit rate 0.31% among 330,000; active means well fitted inhibition curve with a large enough effect; inconclusive means small, poorly fitted or top-dose-only effect; inactive means no such curve, though single readings can be large or run the other way; tested in mouse RAW 264.7 cells; further: on the % scale 0 is the no-effect control and ±100 the full control effect; nearly all actives have a fitted effect of over 55% in size
NPC1 promoter act = activates the NPC1 promoter; Potency, µM (series often up to 9.22 µM), for the others: at the highest dose activation, actives largely listed as activators; hit rate 2.4% among 320,000; Huh7 NPC1 promoter luciferase reporter, 24 h;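 further: % of control where 0% means no effect; nearly all actives have a fitted effect of over 60% in size; reporter is driven by a mutant NPC1 promoter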
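Luminescence read-out of NPC1 promoter-driven luciferase in stably transfected Huh7 cells; compounds delivered in DMSO and left 24 h at 37C, 5% CO2, qHTS titration format.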
Rab9 promoter act = activators of Rab9 promoter | Potency, µM (series often up to 9.22 µM), inactives show at the highest dose activation, negative = inhibition, hits mostly activators | Huh7 Rab9 promoter-luciferase reporter, luminescence, 24 h | hit rate 2.8% among 320,000; further: % of control where 0% means no effect; nearly all actives have a fitted effect of over 60% in size
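Huh7 cells stably carrying a Rab9 promoter-luciferase reporter, 1500 cells per well in OP-MEM I with 10% FBS, treated with compound 24 hours at 37C. Luciferase activity read by luminescence after 10 minutes with Amplite reagent.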
BRCA1 expr act = increases BRCA1 expression | Potency, µM (series often up to 46.1 µM), without a hit: at the top dose activation, actives largely listed as activators | hit rate 1.1% among 380,000 | MCF7-BRCA1-FFLuc reporter, luminescence, 48 h; response scale: scaled: vehicle 0%, 10 µM genistein 100%; further: nearly all actives have a fitted effect of over 80% in size; some results filed as inactive show a strong effect at the top dose
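MCF7 cells carrying a BRCA1-firefly luciferase reporter (2000 cells/well, phenol-red free MEM) were attached for 2 h at 37 °C, then given compounds for 48 h. Luminescence was read 15 min after luciferase reagent; activity normalized to genistein (10 microM) and DMSO.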
RORgamma inh = ROR gamma (mouse) transcription inhibition; P51450; Drosophila S2 Gal4-RORgamma UAS-luciferase reporter, 20 h; Potency, µM (series often up to 53.6 µM), inactives show at the highest dose activity change, negative = inhibition, hits mostly inhibitors; hit rate 5.4% among 310,000; AID 2551; further: on the % scale 0 is the no-effect control and ±100 the full control effect; nearly all actives have a fitted effect of over 60% in size
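Drosophila S2 cells stably expressing Gal4-DBD/mouse RORγ fusion under metallothionein promoter plus UAS-luciferase; compound 1 h, then 700 uM CuSO4 induction for 20 h at ambient temperature; inhibition read as reduced luminescence.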
ELG1 genotox = genotoxicity induction in ELG1-luciferase HEK293T cells. Potency, µM (highest dose often 46 µM), without a hit: top-dose activity change, positive = activation, hits mostly activators. hit rate 1.3% among 330,000. AID 504466. HEK293T ELG1-luciferase reporter, luminescence, 16 h; further: % of control where 0% means no effect; nearly all actives have a fitted effect of over 60% in size
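Quantitative HTS format in 1536-well plates. HEK293T ELG1-luciferase reporter cells receive test compound and are incubated 16 hr at 37 °C, 5% CO2; ONE-Glo added, 30 min room temperature, then luminescence read.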
The depositor's hits bear a star; [ ] = another dose, or the depositor's remark. Unless noted, the call rests on the fitted dose curve; in most records, active means well fitted curve in the direction sought with a large enough effect; inconclusive means small, poorly fitted or top-dose-only effect, or another doubt; inactive means no such curve, though single readings can be large; an effect the other way counts as inactive or inconclusive. Potency means the concentration at half of the fitted maximal effect. Not all compounds are listed, so the mix of outcomes need not match the whole.

For CC(C)C(=O)Nc1ncc(Cc2ccc(Cl)cc2)s1 the results were MBNL1-CUG inh 5.1%, p53 reactivation -1.0%, FLuc counter -1.4%, MLL CXXC-DNA inh -7.0%, Gal4-VP16 FLuc 1.5%, uPA surface inh 1.5%, NPC1 promoter act -2.1%, Rab9 promoter act -2.9%, BRCA1 expr act 6.8%, RORgamma inh -26.6% and ELG1 genotox -6.4%.
CCOC(=O)C(C(C)=O)C(c1ccc(OC)cc1)C(C(C)=O)C(=O)OCC (configuration not stated) was read as MBNL1-CUG inh -0.2%, p53 reactivation 11.9%, FLuc counter 3.2%, MLL CXXC-DNA inh 1.7%, Gal4-VP16 FLuc 14.8%, uPA surface inh -3.9%, NPC1 promoter act -1.0%, Rab9 promoter act -2.3%, BRCA1 expr act -3.8%, RORgamma inh 6.6% and ELG1 genotox 2.8%.
O=C(CNC(=O)c1ccc(S(=O)(=O)N2CCCCC2)cc1)N/N=C/c1ccco1 was read as MBNL1-CUG inh inconclusive, p53 reactivation 2.2%, FLuc counter 2.5%, MLL CXXC-DNA inh 2.1%, Gal4-VP16 FLuc -3.6%, uPA surface inh -3.8%, NPC1 promoter act -5.6%, Rab9 promoter act 0.1%, BRCA1 expr act -19.0%, RORgamma inh -12.6% and ELG1 genotox 6.4%.
For Cc1ccc2c(c1)-c1c(ssc1=S)C(C)(C)N2C(=O)CSc1nncn1C the results were MBNL1-CUG inh inconclusive, p53 reactivation -10.5%, FLuc counter -0.1%, MLL CXXC-DNA inh 13.4%, Gal4-VP16 FLuc 1.3%, uPA surface inh 6.6%, NPC1 promoter act 0.0%, Rab9 promoter act 1.7%, BRCA1 expr act -11.2%, RORgamma inh 10.9% and ELG1 genotox -1.8%.
For CCN(CC)C(=S)NC(=O)C12CC3CC(CC(C3)C1)C2 the results were MBNL1-CUG inh -4.6%, p53 reactivation -0.7%, FLuc counter 0.1%, MLL CXXC-DNA inh -11.0%, Gal4-VP16 FLuc 5.01µM*, uPA surface inh 1.5%, NPC1 promoter act -8.0%, Rab9 promoter act -5.1%, BRCA1 expr act -2.2%, RORgamma inh 2.51µM* and ELG1 genotox 1.3%.
`COc1cc(C(CC(=O)Nc2cccc(C)n2)N2Cc3ccccc3C2=O)cc(OC)c1OC` (configuration not stated) gave MBNL1-CUG inh 9.7%, p53 reactivation -5.0%, FLuc counter -0.5%, MLL CXXC-DNA inh 20.8%, Gal4-VP16 FLuc 11.5%, uPA surface inh 4.2%, NPC1 promoter act -1.3%, Rab9 promoter act -4.5%, BRCA1 expr act -16.1%, RORgamma inh 30.5% and ELG1 genotox 5.5%.
Screening COc1ccc(CNC(=O)Cn2nc(-c3ccc4c(c3)OCCO4)ccc2=O)cc1 returned MBNL1-CUG inh inconclusive, p53 reactivation -21.2%, FLuc counter -18.3%, MLL CXXC-DNA inh -10.9%, Gal4-VP16 FLuc -3.7%, NPC1 promoter act -5.2%, Rab9 promoter act 2.5%, BRCA1 expr act -13.3%, RORgamma inh 25.2% and ELG1 genotox 0.2%.
For C=CCn1c(C(C)NC(=O)c2cccs2)n[nH]c1=S (configuration not stated) the results were MBNL1-CUG inh 3.7%, p53 reactivation -1.2%, FLuc counter -2.0%, MLL CXXC-DNA inh -0.8%, Gal4-VP16 FLuc -2.1%, uPA surface inh -1.7%, NPC1 promoter act -2.9%, Rab9 promoter act 0.7%, BRCA1 expr act -0.8%, RORgamma inh 10µM* and ELG1 genotox 1.1%.
For CC(C)Cc1nc(N2CCOCC2)c(C#N)c2c1CCC2 the results were MBNL1-CUG inh -7.5%, p53 reactivation 4.3%, FLuc counter 4.4%, MLL CXXC-DNA inh -0.9%, Gal4-VP16 FLuc -10.7%, uPA surface inh 1.3%, NPC1 promoter act -1.8%, Rab9 promoter act -0.1%, BRCA1 expr act -28.1%, RORgamma inh 11.2% and ELG1 genotox 0.2%.
For CCn1c(CC(=O)Nc2ccccc2)nnc1SCC(=O)NC1CCCC1 the results were MBNL1-CUG inh -2.0%, p53 reactivation 0.5%, FLuc counter -2.9%, MLL CXXC-DNA inh -3.4%, Gal4-VP16 FLuc -9.7%, uPA surface inh -0.2%, NPC1 promoter act 1.1%, Rab9 promoter act -0.5%, BRCA1 expr act 13.7%, RORgamma inh 0.0% and ELG1 genotox 2.6%.
`CCOC(=O)c1c(C)noc1-c1ccco1` gave MBNL1-CUG inh -9.1%, p53 reactivation 0.9%, FLuc counter -2.6%, MLL CXXC-DNA inh 14.7%, Gal4-VP16 FLuc -3.5%, uPA surface inh -6.9%, NPC1 promoter act -0.4%, Rab9 promoter act -0.2%, BRCA1 expr act 6.4%, RORgamma inh 6.6% and ELG1 genotox -0.9%.
For CS(=O)(=O)N1CCC(Oc2ccccc2C(=O)NC(C2CC2)C2CC2)CC1 the results were MBNL1-CUG inh -4.8%, p53 reactivation 5.7%, FLuc counter -12.9%, MLL CXXC-DNA inh -1.4%, Gal4-VP16 FLuc -12.0%, NPC1 promoter act -1.6%, Rab9 promoter act 0.8%, BRCA1 expr act -8.2%, RORgamma inh 24.1% and ELG1 genotox 0.6%.
Screening COc1ccc(C(=O)n2nc(C)c(Br)c2C)cc1OC returned MBNL1-CUG inh -4.4%, p53 reactivation 2.3%, FLuc counter -1.6%, MLL CXXC-DNA inh 16.2%, Gal4-VP16 FLuc 1.6%, uPA surface inh -0.3%, NPC1 promoter act -1.8%, Rab9 promoter act -3.0%, BRCA1 expr act -3.7%, RORgamma inh -11.4% and ELG1 genotox 3.1%.
Screening CC(C)(C)Cc1nnc(NS(=O)(=O)c2ccc([N+](=O)[O-])cc2)s1 returned MBNL1-CUG inh inconclusive, FLuc counter 1.4%, Gal4-VP16 FLuc -9.9%, uPA surface inh 2.2%, NPC1 promoter act -5.0%, Rab9 promoter act -2.5%, BRCA1 expr act -12.9%, RORgamma inh 19.3% and ELG1 genotox -0.5%.
`O=C1c2ccccc2C(=O)N1CCc1ccccn1` gave MBNL1-CUG inh 10.1%, p53 reactivation 20.8%, FLuc counter -3.6%, MLL CXXC-DNA inh 8.1%, NPC1 promoter act -0.7%, Rab9 promoter act -5.2%, BRCA1 expr act -27.4%, RORgamma inh 9.8%[0.365 µM] and ELG1 genotox 1.1%.
COc1ccc(CCNC(=O)/C=C\c2ccccc2)cc1OC was read as MBNL1-CUG inh -4.7%, p53 reactivation -3.1%, FLuc counter 3.5%, MLL CXXC-DNA inh 19.5%, Gal4-VP16 FLuc -12.1%, uPA surface inh 1.8%, NPC1 promoter act 2.1%, Rab9 promoter act -1.1%, BRCA1 expr act 17.0%, RORgamma inh 25.0% and ELG1 genotox 5.1%.
COC(=O)c1ccc(S(=O)(=O)N2CCOCC2)o1 was read as MBNL1-CUG inh 2.5%, p53 reactivation 3.0%, FLuc counter 1.4%, MLL CXXC-DNA inh -1.3%, Gal4-VP16 FLuc 12.5%, uPA surface inh -12.0%, NPC1 promoter act 0.8%, Rab9 promoter act 6.9%, BRCA1 expr act -6.4%, RORgamma inh 0.8% and ELG1 genotox -0.1%.
Screening FC(F)Oc1ccc(NC(=S)NCCc2ccccn2)cc1 returned MBNL1-CUG inh -4.3%, p53 reactivation 8.3%, FLuc counter -0.1%, MLL CXXC-DNA inh 1.8%, Gal4-VP16 FLuc 5.01µM*, uPA surface inh 2.4%, NPC1 promoter act 0.3%, Rab9 promoter act 11.5%, BRCA1 expr act 52.7%, RORgamma inh 4.47µM* and ELG1 genotox 21.5%.
Screening COc1ccc(-c2cc(C(=O)N3CCCc4ccccc43)no2)cc1OC returned MBNL1-CUG inh -2.9%, p53 reactivation 15.2%, FLuc counter inconclusive, MLL CXXC-DNA inh 3.9%, Gal4-VP16 FLuc -2.2%, NPC1 promoter act -3.3%, Rab9 promoter act 1.4%, BRCA1 expr act 12.3%, RORgamma inh 43.6% and ELG1 genotox -2.3%.
COc1ccc(C(C)NC(=O)c2ccncc2)cc1OC (configuration not stated) was read as MBNL1-CUG inh -8.6%, p53 reactivation -5.7%, FLuc counter 0.9%, MLL CXXC-DNA inh -0.4%, Gal4-VP16 FLuc 3.0%, uPA surface inh 3.0%, NPC1 promoter act 3.1%, Rab9 promoter act 4.0%, BRCA1 expr act 3.0%, RORgamma inh 17.3% and ELG1 genotox 4.7%.
CCc1ccc(CNC(=O)CC2C(=O)NCCN2Cc2ccccc2F)nc1 (configuration not stated) was read as MBNL1-CUG inh 11.4%, p53 reactivation 8.6%, FLuc counter -0.9%, MLL CXXC-DNA inh 4.7%, Gal4-VP16 FLuc inconclusive, uPA surface inh -4.3%, NPC1 promoter act -1.0%, Rab9 promoter act 2.8%, BRCA1 expr act -9.5%, RORgamma inh 10µM* and ELG1 genotox -1.5%.

Screening results as filed in PubChem.
